Screens deposited in PubChem BioAssay by National Center for Advancing Translational Sciences (NCATS).
POLI inh: qHTS for Inhibitors of Polymerase Iota. DNA polymerase iota (Homo sapiens), Q9UNA4. Pol iota fluorescent replication assay, 10 min. Potency, µM (titrated, usually from 115 µM), for inactives: top-dose activity, negative = inhibition, most hits filed as inhibitors. actives 1% (n = 390,000). AID 588590, 2011
Target sequence (Q9UNA4 whole entry, looked up): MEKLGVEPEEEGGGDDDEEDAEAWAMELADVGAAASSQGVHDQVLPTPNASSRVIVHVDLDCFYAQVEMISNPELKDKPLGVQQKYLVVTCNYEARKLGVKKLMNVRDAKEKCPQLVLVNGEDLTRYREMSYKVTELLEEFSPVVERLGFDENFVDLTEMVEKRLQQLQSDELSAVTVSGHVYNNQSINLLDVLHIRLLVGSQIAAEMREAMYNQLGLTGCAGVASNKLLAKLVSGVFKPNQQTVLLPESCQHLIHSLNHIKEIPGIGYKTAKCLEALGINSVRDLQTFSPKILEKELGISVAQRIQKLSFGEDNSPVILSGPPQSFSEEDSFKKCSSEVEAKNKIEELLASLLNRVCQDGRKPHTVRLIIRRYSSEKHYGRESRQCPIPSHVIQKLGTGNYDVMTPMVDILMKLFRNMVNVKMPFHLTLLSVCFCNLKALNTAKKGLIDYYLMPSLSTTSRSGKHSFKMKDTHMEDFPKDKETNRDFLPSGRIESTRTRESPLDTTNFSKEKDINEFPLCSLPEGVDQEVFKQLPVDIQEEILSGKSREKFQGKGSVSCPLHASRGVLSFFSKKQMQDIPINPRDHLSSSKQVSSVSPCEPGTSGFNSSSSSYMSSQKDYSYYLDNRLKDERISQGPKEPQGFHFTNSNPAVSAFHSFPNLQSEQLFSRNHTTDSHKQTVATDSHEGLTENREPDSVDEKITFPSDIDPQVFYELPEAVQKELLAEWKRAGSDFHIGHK
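Fluorescent replication assay read twice, at 0 min and 10 min after adding 50 nM (final) substrate. Enzyme (10 nM) and compounds were first incubated 15 min at room temperature; enzyme-free buffer wells were negative controls.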
BAZ2B block: qHTS Assay for Inhibitors of BAZ2B | Bromodomain adjacent to zinc finger domain protein 2B (Homo sapiens), Q9UIF8 | AlphaScreen BAZ2B-H3K14Ac peptide displacement | Potency, µM (series often up to 114 µM), without a hit: at the highest dose activity change, negative = inhibition, actives largely listed as inhibitors | actives 4.4% (n = 360,000) | AID 504333, 2011; note: % is set by controls: 0 for no effect and ±100 for the full control effect; nearly all actives have a fitted effect of over 60% in size
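Compounds, titrated to a top concentration of 110 uM, were incubated 30 min at room temperature with preformed BAZ2B/acetyl-K14 H3 peptide complex (50 nM each). Proximity signal was measured by AlphaScreen after 20 min with beads.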
APEX1 inh: qHTS Assay for Inhibitors of the Human Apurinic/apyrimidinic Endonuclease 1 (APE1) | DNA repair nuclease/redox regulator APEX1 (Homo sapiens), P27695 | recombinant APE1, TAMRA/BHQ-2 abasic DNA cleavage fluorescence | Potency, µM (series often up to 65.8 µM), without a hit: top-dose activity change, negative = inhibition, most hits filed as inhibitors | actives 0.35% (n = 350,000);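 note: plate controls were vehicle for no effect and reference inhibitor for full effect; nearly all actives have a fitted effect of over 55% in size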
Target sequence (P27695 whole entry, looked up): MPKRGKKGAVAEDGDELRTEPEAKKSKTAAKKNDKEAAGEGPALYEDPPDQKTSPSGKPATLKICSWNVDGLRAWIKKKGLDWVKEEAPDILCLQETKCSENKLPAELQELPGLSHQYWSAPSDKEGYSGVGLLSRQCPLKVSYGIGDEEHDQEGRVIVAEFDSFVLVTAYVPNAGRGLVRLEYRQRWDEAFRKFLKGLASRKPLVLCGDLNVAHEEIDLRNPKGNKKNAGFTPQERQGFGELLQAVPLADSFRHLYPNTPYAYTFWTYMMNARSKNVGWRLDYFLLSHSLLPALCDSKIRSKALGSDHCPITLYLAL
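Quantitative HTS: incision of a TAMRA/BHQ-2 double-stranded substrate bearing a tetrahydrofuran abasic site by 0.75 nM APE1 raises fluorescence. Substrate 50 nM final, added after 15 min compound preincubation at room temperature; progress as third-minus-first kinetic read difference.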
BLM helicase inh: qHTS Assay for Inhibitors of Bloom's syndrome helicase (BLM) | AID 2528, 2010 | recombinant BLM DNA unwinding, fluorescence dequenching | actives 0.2% (n = 350,000) | Potency, µM (titrated, usually from 56.1 µM), for the others: top-dose activity change, negative = inhibition, most hits filed as inhibitors;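 note: plate controls were vehicle for no effect and no enzyme for full effect; nearly all actives have a fitted effect of over 35% in size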
Pol beta inh: qHTS Assay for Inhibitors of DNA Polymerase Beta; AID 485314, 2010; Pol beta primer extension/strand displacement, fluorescence kinetic; actives 1.3% (n = 340,000); Potency, µM (top dose mostly 114 µM), without a hit: at the top dose activity change, negative = inhibition, usual class: inhibitors; P06746; note: % is set by controls: 0 for no effect and ±100 for the full control effect
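Values derive from four-parameter Hill fits of normalized kinetic data: reads at 0 and 10 min following addition of 50 nM substrate to 10 nM Pol beta preincubated 15 min with compound.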
Pol eta inh: qHTS for Inhibitors of Polymerase Eta | recombinant Pol eta, fluorescent DNA replication assay | actives 1.2% (n = 390,000) | DNA polymerase eta (Homo sapiens), Q9Y253 | Potency, µM (highest dose often 114 µM), without a hit: top-dose activity change, negative = inhibition, most hits filed as inhibitors; note: % is set by controls: 0 for no effect and ±100 for the full control effect
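Fluorescent replication assay: 50 nM final substrate added after a 15 min room-temperature compound preincubation with 10 nM enzyme. Signal taken at 0 min and again at 10 min.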
JMJD2A Tudor inh: qHTS Assay for Inhibitors of JMJD2A-Tudor Domain; AlphaScreen JMJD2A-Tudor / H3K4me3 peptide binding; AID 504339, 2011; actives 4.4% (n = 390,000); Lysine-specific demethylase 4A (Homo sapiens), O75164; Potency, µM (titrated, usually from 114 µM), for inactives: top-dose activity change, negative = inhibition, most hits filed as inhibitors; note: % is set by controls: 0 for no effect and ±100 for the full control effect; nearly all actives have a fitted effect of over 50% in size
G9a inh: qHTS Assay for Inhibitors of Histone Lysine Methyltransferase G9a; AID 504332, 2011; G9a H3K9 monomethylation, AlphaScreen, 2 h; Histone-lysine N-methyltransferase EHMT2 (Homo sapiens), Q96KQ7; actives 8.8% (n = 350,000); Potency, µM (highest dose often 102 µM), inactives show at the top dose activity, negative = inhibition, usual class: inhibitors; note: % is set by controls: 0 for no effect and ±100 for the full control effect; nearly all actives have a fitted effect of over 75% in size
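Compounds were preincubated with 20 nM G9a for 15 min, after which biotinylated H3K9 peptide (500 nM) and SAM (20 uM) started a 2 h room-temperature reaction. Monomethylated product was quantified by antibody-based AlphaScreen chemiluminescence.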
Pol kappa inh: qHTS for Inhibitors of Polymerase Kappa | Potency, µM (titrated, usually from 107 µM), for inactives: top-dose activity, negative = inhibition, actives largely listed as inhibitors | AID 588579, 2011 | actives 0.53% (n = 400,000) | DNA polymerase kappa (Homo sapiens), Q9UBT6 | purified Pol kappa, fluorescent DNA synthesis assay, 10 min; note: % is set by controls: 0 for no effect and ±100 for the full control effect
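10 nM Pol kappa was preincubated with compounds for 15 min at room temperature. Reaction started with 50 nM (final) substrate. Fluorescence read kinetically at 0 and 10 min.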
Active calls of the source: *; ? = inconclusive; / = no result given; & = joins results of further samples; [ ] = dose if it differs, or a comment. Calls come from the whole dose curve; as a rule, active = well fitted curve in the direction sought with a large enough effect; inconclusive = small, poorly fitted or top-dose-only effect, or another doubt; inactive = no such curve, though single readings can be large; an effect the other way counts as inactive or inconclusive. Potency is the fitted concentration of half-maximal effect. The list is partial (hit frequency here may not be typical).

No.	SMILES	POLI inh	BAZ2B block	APEX1 inh	BLM helicase inh	Pol beta inh	Pol eta inh	JMJD2A Tudor inh	G9a inh	Pol kappa inh
1	CCCCc1ncc(CN2CCN(Cc3ccc(C)cc3)C(CCO)C2)[nH]1 (stereo unspecified)	18%	0%	-1%	6%	?	0%	-15%	/	3%
2	N#Cc1c(N)c(C(=O)c2ccccc2)n2ccccc12	58%[activator]	/	/	/	/	-22%	-14%	/	-1%
3	O=C(Cc1ccc([N+](=O)[O-])cc1)Nc1ccc(Cl)cc1	147%[activator]	-12%	21%	-12%	1%	-7%	-12%	40µM*	-23%
4	COc1cc(NS(=O)(=O)c2ccc3c(c2)CCCN3C(C)=O)cc(OC)c1OC	-13%	0%	/	-2%	3%	-5%	-5%	9%[59 µM]	-7%[60.1 µM]
5	CCCn1cccc(C(=O)Nc2ccc(OC)cc2)c1=O	22%	-1%	-4%	-9%	2%	-14%	-13%	20%	-15%
6	CCOc1ccc(NC(=O)C(Cc2ccccc2)NS(=O)(=O)c2ccc3c(c2)oc(=O)n3C)cc1 (stereo unspecified)	-7%	?	/	-4%	3%	-2%	-12%	-6%[59 µM]	-11%
7	COc1ccc(-c2nc3ccccc3o2)cc1NC(=O)c1ccc(N2CCC(C)CC2)c([N+](=O)[O-])c1	-15%	-24%	/	0%	4%	-16%	-29%	-30%[59 µM]	3%
8	COC(=O)C1CCN(C(c2ccccc2Cl)c2sc3nc(-c4ccco4)nn3c2O)CC1 (stereo unspecified)	?	-36%	/	0%	33%	16%	-12%	-26%[59 µM]	1%[60.1 µM]
9	CCOc1ccccc1NC1=CC(=O)CC(c2ccccc2)C1 (stereo unspecified)	10%	-2%	1%	2%	-1%	-13%	-21%[11.4 µM]	10%[0.0925 µM]	-13%
10	Cc1ccc(N(CC(=O)NC2CCCC2)C(=O)CCC(=O)Nc2nccs2)c(C)c1	65%[activator]	2%	-6%	0%	?	-9%	-20%	10%	-20%
11	CCN1CCN(C(c2cccc(F)c2)c2c(O)cc(C)n(Cc3ccco3)c2=O)CC1 (stereo unspecified)	-24%	-14%	/	-2%	42%	-12%	-35%	?	-3%[60.1 µM]
12	O=C(NCCCN1CCC(Cc2ccccc2)CC1)C1CCN(S(=O)(=O)N2CCOCC2)CC1	-6%	-9%	0%	0%	24%	-17%	-14%	58%[activator][59 µM]	-11%

Going on with the list.
No.	SMILES	POLI inh	BAZ2B block	APEX1 inh	BLM helicase inh	Pol beta inh	Pol eta inh	JMJD2A Tudor inh	G9a inh	Pol kappa inh
13	CN(c1ccccc1C(=O)O)S(=O)(=O)c1ccc2c3c(cccc13)C(=O)N2	?	?	?	-6%	13µM*	13µM*	-31%	?	79µM*
14	CCCc1nn(C(=O)c2ccccc2)c2c1C(=O)CC(C)(C)C2	-1%	?	3%	-1%	1%	7%	-1%	-10%	2%
15	COC(=O)c1nn(-c2ccc(OC)cc2)ccc1=O	?	-12%	42%	-2%	1%	-19%	-10%	20%	-13%
16	COc1ccc(NC(=O)N2CCc3ccccc32)cc1	12%	7%	0%	0%	19%	-15%	4%	12%[12.7 µM]	-17%
17	COCc1nc2ccccc2n1CCOc1ccccc1OC	5%	11%	10%	1%	0%	2%	-4%	1%[59 µM]	-1%
18	CCN(Cc1ccccc1)Cc1c(O)ccc2oc(C)c(C(=O)Nc3ccc(C)cc3C)c12	-12%	-14%	/	-6%	-27%	-7%	-29%	?	0%
19	COc1cc(C(=O)NCCC(=O)NCCCN2CCCCC2)cc(OC)c1OC	7%[58.9 µM]	-3%	-6%	-3%	26%	-9%	9%	-1%[12.7 µM]	-6%
20	Cc1ccc(S(=O)(=O)N2CCC(=O)N(C(COCc3ccc(Cl)c(Cl)c3)Cc3ccccc3)CC2)cc1 (stereo unspecified)	0%	0%	?	-8%	22%	-4%	-14%	9%	-2%
21	O=C(CCCN1C(=O)c2ccccc2C1=O)NCCC1=CCCCC1	-2%	7%	2%	-1%	-25%	6%	-13%	-11%[59 µM]	-13%
22	Cc1cccc(NC(=O)CCC(=O)N/N=C/c2cccnc2)c1	-20%	-13%	17%	-4%	20%	-12%	-9%	36%	-2%
23	Cc1[nH]c2c(Cl)cccc2c1CCNC(=O)C1CCCCC1C(=O)OCC(F)(F)F (stereo unspecified)	102%[activator]	-33%	-6%	-9%	-2%	-27%	-26%	71µM*	-6%
24	O=C(Nc1ccccc1[N+](=O)[O-])c1cccnc1Cl	19%	6%	5%	-3%	53%	-17%	-18%	24%[59 µM]	5%

Next section.
No.	SMILES	POLI inh	BAZ2B block	APEX1 inh	BLM helicase inh	Pol beta inh	Pol eta inh	JMJD2A Tudor inh	G9a inh	Pol kappa inh
25	CCc1nc(C#N)c(N2CCOCC2)o1	-12%	-6%	3%	0%	51%	-12%	-6%	10%[59 µM]	-7%
26	CCOC(=O)c1cccc(NC(=O)CSc2nnc(CNc3ccc(C)cc3)n2CC)c1	3%	50µM*	-6%	-7%	-12%	-11%	-24%	?	-1%
27	CCOC(=O)c1nn(-c2ccccc2C)c2nc(Nc3ccccc3)cc(=O)n12	123%[activator]	4%	?	-1%	0%	9%	-3%	14%[59 µM]	-6%
28	CN1CCN(CC#CC(C)(O)C2CC3C=CC2C3)CC1 (stereo unspecified)	?	?	-2%	4%	-21%	-8%	50µM*	22µM*	8%
29	CCOC(=O)c1c(C)[nH]c(C)c1S(=O)(=O)N1CCCC(C(=O)NCc2cccc(C)c2)C1 (stereo unspecified)	3%	-8%	/	2%	1%	-10%	-19%	5%[59 µM]	-14%
30	CNC(=O)c1c(NC(=O)c2nc(SCc3ccc(C)cc3)ncc2Cl)sc2c1CCCC2	8%	-5%	/	2%	34%	-11%	-11%	1%[59 µM]	-17%
31	Cc1cccnc1NC(=O)c1ccco1	19%	-2%	?	/	/	-3%	-8%	-6%	-13%
32	CCOC(=O)c1c(C)[nH]c(C2=NNC(=NC3CC3)SC2)c1C	?	-32%	-2%	-7%	-2%	-7%	?	18µM*	-13%
33	CCOC(=O)Cc1nnc(-c2ccccc2)o1	15%	?	-3%	0%	-20%	-6%	-14%	-18%	12%
34	NC(=O)CSc1oc(-c2ccco2)nc1S(=O)(=O)c1ccc(Br)cc1	89%&-10%[activator]	?	35%[activator]	-2%&-6%	-21%&-24%	-15%&-22%	-4%&-29%	28µM*	?
35	O=C(CSc1nc(C2CC2)nc2ccccc12)N1CCc2ccccc2C1	/	-7%	-3%	3%	3%	/	/	-43%	/
36	CC(CN(C)Cc1ccccc1)OC(=O)c1cccc(F)c1 (stereo unspecified)	3%	24%	4%	7%	-4%	-2%	6%	?	-15%

Next results follow:
No.	SMILES	POLI inh	BAZ2B block	APEX1 inh	BLM helicase inh	Pol beta inh	Pol eta inh	JMJD2A Tudor inh	G9a inh	Pol kappa inh
37	CS(=O)(=O)NNC(=O)C1Cc2c(ccc3ccccc23)O1 (stereo unspecified)	23%	-22%	41%	0%	?	-3%	-5%	9%	-4%
38	CSCCC(NC(=O)c1cc([N+](=O)[O-])ccc1Cl)C(=O)O (stereo unspecified)	0%	13%	12%	5%	9%	-10%	-8%[57.1 µM]	79µM*	-9%
39	CCc1cc2c(=O)c(-c3nc4ccccc4n3C)coc2c(CN2CCC(C)CC2)c1O	22%	2%	3%	2%	43%	-25%	-6%	33%[activator]	6%
40	CCCc1n[nH]c2c1/C(=N\OCC)CC(C)(C)C2	-12%[58.9 µM]	-2%	15%	-5%	19%	-13%	-10%	/	-11%
41	CCC(=O)N1CCc2cc(S(=O)(=O)NCCCOC)ccc21	11%	-2%	2%	2%	7%	1%	-7%	2%[12.7 µM]	-2%
42	Cc1cccc(N2CCN(C(=O)Cn3cnc4sc(C)c(S(=O)(=O)N5CCN(c6ncccn6)CC5)c4c3=O)CC2C)c1 (stereo unspecified)	11%	-3%	/	-3%	6%	-15%	-27%	-8%[59 µM]	-7%
43	Cc1ccccc1NC(=O)c1cccc(S(=O)(=O)N2CCOCC2)c1	76%[activator]	8%	9%	3%	0%	-8%	-11%	-5%	-6%
44	Cc1cccc(NC(=O)c2ccc(F)c(S(=O)(=O)NCc3ccc4c(c3)OCO4)c2)c1	12%	-2%	/	-8%	13%	-9%	-21%	5%[59 µM]	-11%[60.1 µM]

Part of the list above in order of heavy-atom count, falling:
No.	SMILES	POLI inh	BAZ2B block	APEX1 inh	BLM helicase inh	Pol beta inh	Pol eta inh	JMJD2A Tudor inh	G9a inh	Pol kappa inh
30	CNC(=O)c1c(NC(=O)c2nc(SCc3ccc(C)cc3)ncc2Cl)sc2c1CCCC2	8%	-5%	/	2%	34%	-11%	-11%	1%[59 µM]	-17%
13	CN(c1ccccc1C(=O)O)S(=O)(=O)c1ccc2c3c(cccc13)C(=O)N2	?	?	?	-6%	13µM*	13µM*	-31%	?	79µM*
43	Cc1ccccc1NC(=O)c1cccc(S(=O)(=O)N2CCOCC2)c1	76%[activator]	8%	9%	3%	0%	-8%	-11%	-5%	-6%
38	CSCCC(NC(=O)c1cc([N+](=O)[O-])ccc1Cl)C(=O)O (stereo unspecified)	0%	13%	12%	5%	9%	-10%	-8%[57.1 µM]	79µM*	-9%
3	O=C(Cc1ccc([N+](=O)[O-])cc1)Nc1ccc(Cl)cc1	147%[activator]	-12%	21%	-12%	1%	-7%	-12%	40µM*	-23%
24	O=C(Nc1ccccc1[N+](=O)[O-])c1cccnc1Cl	19%	6%	5%	-3%	53%	-17%	-18%	24%[59 µM]	5%
